Compound activity deposited in PubChem BioAssay by Broad Institute.
GSIS activator: GLuc luminescence reporter in INS-1E cells, primary screen for activators of glucose-dependent secretion of insulin | activation, % at 16.6 µM | INS-1E GLuc reporter insulin secretion, 2-3 h | 370,000 tested, 0.61% active;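 active = lowest replicate activation of at least 40%, so every replicate reaches that level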;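 also: 0% = median of neutral control wells and 100% = median of IBMX positive control wells; some compounds called inactive have numbers as strong as hits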
LGR2 inh: inhibitors of bursicon-induced LGR2 CRE-luciferase signal, primary screen, cell-based, HEK293, CRE-luciferase reporter, bursicon stimulation. bursicon-stimulated, 4 h. 380,000 tested, 0.35% active. AID 720647, 2013. inhibition, % at 9.99 µM;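 active = drop in luminescence signal, shown as inhibition above about 50% in the replicate tests, limit read from the data, passing the limit was not always enough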;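 also: agonist challenge used bursicon conditioned medium at about half maximal strength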
PGC1a acetyl inh: inhibitors of PGC1a acetylation signal, primary screen, cell-based, U2OS, AlphaScreen, inhibitor mode | AlphaScreen anti-acetyl-lysine; with virally co-expressed GCN5 acetyltransferase | inhibition, % at 15.6 µM | 350,000 tested, 0.17% active | AID 651687, 2012;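 active = every replicate shows inhibition of at least 40%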;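 also: 0% = neutral control wells and 100% = positive control wells; some results beyond the cut were filed as inactive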
ARNT TACC3 PPI: disruptors of ARNT/TACC3 protein interaction, primary screen, biochemical, AlphaScreen, single concentration; Transforming acidic coiled-coil-containing protein 3 (Homo sapiens), Q9Y6A5; AlphaScreen His-ARNT PAS-B/GST-TACC3 binding, luminescence; TACC3 fragment carries E629A point mutation; inhibition, % at 9.99 µM; 390,000 tested, 0.66% active;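 active = mean inhibition of replicates at least 50% and at least half of replicates each reaching 50%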;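 also: 0% = complete ARNT plus TACC3 wells and 100% = ARNT alone without TACC3; many hits fall short of the cut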
PAX8 reporter: inhibitors of PAX8-driven TPO luciferase reporter, primary screen, RMG-I cells, single concentration. 360,000 tested, 1.2% active. inhibition, % at 12.6 µM. AID 652154, 2013. SteadyGlo, 24 h;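 active = mean replicate inhibition at least 60% with every replicate also reaching 60%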;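 also: luciferase light reporting Pax8 driven TPO promoter activity; plate controls were median of neutral control wells for no effect and mitoxantrone controls for full effect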
PglD DTNB: C. jejuni PglD acetyltransferase inhibitors, primary screen, biochemical, DTNB colorimetric, single point; UDP-N-acetylbacillosamine N-acetyltransferase PglD (Campylobacter jejuni); purified PglD enzyme, DTNB colorimetric CoA detection; inhibition, % at 12.5 µM; 360,000 tested, 0.098% active; AID 602405, 2012; in the data active = inhibition above about 16%, passing the limit was not always enough; also: strong numbers were not always called active
C2C12 statin: suppressors of statin myotoxicity in C2C12 myotubes, primary screen, cell-based, single point, plate reader; C2C12 myotubes + simvastatin, ATP luminescence, 48 h; scaled: DMSO 0, geranylgeraniol control 100; rescue of ATP level, % at 7.49 µM; 330,000 tested, 0.78% active; AID 602340, 2012;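 active = mean ATP rescue above about 67%, or every replicate alone reaching that limit, limit read from the data, passing the limit was not always enough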;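 also: myotubes were challenged with 10 µM simvastatin during compound exposure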
Cneo AK release: Cryptococcus neoformans cell lysis inducers, primary screen, AK release luminescence, single concentration | C. neoformans lysis, adenylate kinase release luminescence, 4 h; normalised: neutral wells 0, clomiphene wells 100 | lysis activity, % at 15 µM | 360,000 tested, 0.2% active | AID 651654, 2012;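 active = mean lysis activity across replicates of at least 80%, whatever share of replicates individually reach that level; inactive = mean lysis activity below 80%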
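Material: C. neoformans cells; Schedule: 4 h static compound exposure, 37 °C, read 1 h post-reagent; Measured by: adenylate kinase release luminescence; Read-out: signal increase indicating cell lysis; Controls: Clomiphene as positive lysis control.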
Active calls of the source: *; . = not tested or not shown; & = joins results of further samples. No enrichment for hits; 2.9% or so of the library scored in one or more.

Values run as follows: C2C12 statin	PglD DTNB	PAX8 reporter	PGC1a acetyl inh	GSIS activator	LGR2 inh	ARNT TACC3 PPI	Cneo AK release
- CCN1CCN(c2cc(C)c3cc(NC(=S)N(CC)CC)ccc3n2)CC1
→ .	.	17.7	1.1	32.3	-1.1	21.8	.
- COC(=O)C1=C(C)N=C2SCCC(=O)N2C1c1ccc(C(=O)OC)cc1 (configuration not stated)
→ 25.9	5.0	.	2.5	-16.9	-9.3	-5.5	-1.1
- COc1ccc(-c2nn(C)c(=O)c3ccccc23)cc1NC(=O)COc1ccc(C)cc1
→ -2.6	0.2	6.1	-2.5	-25.3	18.5	-23.2	2.2
- CO[C@@H]1CN(C)C(=O)c2cc(NS(C)(=O)=O)ccc2OC[C@H](C)N(C(=O)CN(C)C)C[C@@H]1C
→ 16.2	2.4	.	12.6	-20.8	3.9	.	-5.8
- O=C(NCCc1cn2cccnc2n1)C1CCC(=O)N(Cc2ccccc2F)C1 (configuration not stated)
→ -7.6	-5.1	10.2	5.8	13.1	1.6	.	0.8
- COc1ccc(C2CCCN2C(=S)Nc2cccc(Cl)c2)cc1OC (configuration not stated)
→ 4.0	0.0	-14.5	-16.9	6.1	-11.9	-6.7	14.8
- Cc1cc(C)c(S(=O)(=O)c2ccccc2C(=O)O)c(C)c1
→ .	-0.9	1.7	-10.7	.	.	-7.7	1.0
- CCc1ccccc1NC(=O)CN(C1CCCCC1)S(C)(=O)=O
→ -7.7	-2.6	22.6	6.1	0.0	11.9	-3.9	0.3
- O=C(CSc1ccc(F)cc1)Nc1ccc(C2SCCS2)cc1
→ -5.6	6.5	-5.7	8.8	.	.	3.6	2.2
- COc1ccc(C(=O)NCCSCc2cccc(Cl)c2)cc1OC
→ 12.0	-4.4	-10.6	.	.	18.4	2.2	7.2
- Cc1ccccc1CNC(=O)c1cc2ccccc2o1
→ -3.5	-4.3	16.6	-5.5	2.4	-6.9	-2.3	-1.2
- OCCNc1nc(Nc2cccc(O)c2)nc2ccccc12
→ -19.2	.	-5.6	-3.8	18.5	1.4	-5.0	.
- COc1ccccc1C(=O)NC(=O)COC(=O)CCOc1ccc(C)cc1
→ .	.	-8.5	.	-7.0	-6.7	-1.3	.
- C[C@H](NC(=O)[C@H]1[C@H](CO)[C@H]2Cn3c(ccc(-c4ccccc4F)c3=O)[C@@H]1N2)c1ccccc1
→ 10.7	-2.9	1.0	2.2	7.5	-10.0	-3.9	0.2
- O=C(Nc1ccc(F)cc1F)c1cc(=O)n(-c2ccccc2)c(=O)[nH]1
→ -10.5	.	-3.3	4.1	-2.8	-12.0	-4.1	.
- CSc1ccc(/C=C(/NC(=O)c2ccco2)C(=O)N2CCCCC2)cc1
→ -0.2	-1.9	16.2	-3.0	12.1	5.7	7.4	2.0
- COc1cccc(CN2CCC(Oc3ccc(C(=O)N4CCCCC4)cc3)CC2)c1
→ -6.3	4.2	-1.5	.	-5.1	20.9	-2.8	4.0
- COc1ccc2cc(S(=O)(=O)N3CCN(C)CC3)ccc2c1
→ .	0.2	12.1	-1.3	.	.	.	-0.7
- COC(=O)CSc1snnc1-c1ccc(F)cc1
→ 7.0	-0.9	.	10.3	11.3	6.5	-4.9	-1.3
- CC(=O)OC(C(=O)NCc1ccc(F)cc1)c1ccccn1 (configuration not stated)
→ -3.3	3.7	.	14.0	.	.	-4.9	2.5
- Cc1ccc(NC(=S)NCc2cccs2)c(C)c1
→ 28.1	-3.3	-11.2	-3.8	.	.	1.9	7.5
- Cc1cccc(C)c1OCC(=O)NCc1ccccc1
→ 18.1	2.4	3.4	.	19.6	-7.7	-10.0	0.8
- C[C@@H]1CN([C@H](C)CO)C(=O)Cc2cc(NC(=O)c3ccncc3)ccc2O[C@@H]1CN(C)S(=O)(=O)c1ccccc1
→ 3.0	0.8	-8.6	2.2	13.8	-4.9	5.1	-48.8
- CC(=O)c1c(C(C)=O)c(C)n(NC(=O)c2ccccc2Cl)c1C
→ -3.1	-2.4	25.7	11.9	.	.	-3.5	2.0
- O=C(NCC[C@H]1CC[C@@H](NC(=O)C2CCCCC2)[C@@H](CO)O1)c1ccc(F)cc1
→ 10.2	0.9	5.3	-9.7	11.3	28.4	5.4	-4.1
- CC1=CCC(C(=O)O)C(C(=O)Nc2cccnc2)C1 (configuration not stated)
→ .	.	-8.4	.	15.7	-8.1	-7.2	.
- C[C@H](CO)N1C[C@H](C)[C@H](CN(C)C(=O)Nc2ccc3c(c2)OCO3)Oc2ncc(-c3cncnc3)cc2C1=O
→ 16.6	4.1	.	3.5	9.2	5.9	-6.9	0.1
- CSc1ccccc1NC(=O)Cn1nc([N+](=O)[O-])c(Cl)c1C
→ -5.1	.	-22.7	35.6	8.5	13.8	-8.7	.
- COc1ccc2c(c1)c(C(=O)CN1CCCCC1)c(C)n2C
→ .	-6.0	26.2	-12.0	2.9	-5.2	-2.7	1.1
- CC(C)(C)C(=O)C(CO)(Oc1ccc(Cl)cc1)n1cncn1 (configuration not stated)
→ -7.5	7.1	.	0.5	.	.	-3.7	3.4

One compound at a time, from the list above.
`Cc1cc(C)c(S(=O)(=O)c2ccccc2C(=O)O)c(C)c1` across the screens: C2C12 statin: .; PglD DTNB: -0.9; PAX8 reporter: 1.7; PGC1a acetyl inh: -10.7; GSIS activator: .; LGR2 inh: .; ARNT TACC3 PPI: -7.7; Cneo AK release: 1.0
`CO[C@@H]1CN(C)C(=O)c2cc(NS(C)(=O)=O)ccc2OC[C@H](C)N(C(=O)CN(C)C)C[C@@H]1C` across the screens: C2C12 statin: 16.2; PglD DTNB: 2.4; PAX8 reporter: .; PGC1a acetyl inh: 12.6; GSIS activator: -20.8; LGR2 inh: 3.9; ARNT TACC3 PPI: .; Cneo AK release: -5.8

Carrying on:
Values run as follows: C2C12 statin	PglD DTNB	PAX8 reporter	PGC1a acetyl inh	GSIS activator	LGR2 inh	ARNT TACC3 PPI	Cneo AK release
- CCc1nc(NCCCN2CCOCC2)c2oc3ccccc3c2n1
→ -13.6	0.0	.	-4.5	.	.	8.0	-1.9
- O=C(CN1C(=O)COc2ccccc21)NCCCN1CCCC1
→ 5.3	0.4	-4.4	-8.1	-13.7	1.7	-6.9	-0.3
- COc1ccc(NC2=NCC(=O)N2c2ccccc2F)c(OC)c1
→ -10.3	1.6	.	-8.9	.	.	11.2	-2.0
- Nc1ccccc1SCc1cn2ccccc2n1
→ .	.	-111.3	.	10.9	-8.3	2.4	.
- CC1Cc2ccccc2N1C(=O)CN1CCC(C(N)=O)CC1 (configuration not stated)
→ .	.	9.9	-6.8	19.4	5.5	1.5	.
- C[C@H](CO)N1C[C@H](C)[C@@H](CN(C)S(=O)(=O)c2ccccc2)OCCCC[C@H](C)Oc2ccc(NC(=O)CCC(F)(F)F)cc2C1=O
→ 1.9	3.6&1.5	-9.1&-0.3	2.8&-14.3	-17.4	.	-5.6	1.5&-0.3
- COc1cc(-c2nn3c(C4CCCCC4)nnc3s2)cc(OC)c1OC
→ -7.3	8.5	.	6.4	.	.	.	1.6
- Cc1cccc(NC(=O)C2COc3ccccc3O2)c1 (configuration not stated)
→ 1.3	-0.5	-8.7	8.3	14.9	-43.6	-25.4	-5.0
- COc1ccc(NC(=O)C2(C)CCN2C(=O)Cc2ccccc2)cc1OC (configuration not stated)
→ 0.0	-0.5	-3.5	-29.9	7.2	-2.0	.	-3.6
- CCOc1ccc(N/C(N)=N/c2nc(CSc3nnc(C)s3)cc(=O)[nH]2)cc1
→ .	.	-2.0	1.6	6.0	-14.7	5.5	.
- O=C(Cn1cnc2cc([N+](=O)[O-])ccc2c1=O)N(Cc1ccccc1)C1CCS(=O)(=O)C1 (configuration not stated)
→ .	.	1.1	.	7.4	-6.7	2.5	.
- CCC(C)NC(=O)c1ccc(CNS(=O)(=O)c2ccc3c(c2)C(C)(C)C(=O)N3C)cc1 (configuration not stated)
→ -8.4	1.5	-19.3	-12.1	-17.7	7.3	-13.9	1.4
- CCCOc1ccccc1/C=C(\C#N)C(=O)Nc1cccnc1
→ -5.2	.	6.7	.	-41.1	-7.9	0.6	.
- CCOc1ncccc1C(=O)OCC(=O)N(CC(C)C)C1CCS(=O)(=O)C1 (configuration not stated)
→ 4.5	-3.3	9.8	.	-13.6	8.5	-5.1	0.3
- CSCCNCc1c(C(=O)N2CCOCC2)nc2c(C)cccn12
→ -5.1	3.9	-4.8	-8.1	-0.5	4.3	-1.0	-4.9
- O=C(c1cccs1)N1CCCN(c2ncnc3scc(-c4ccccc4)c23)CC1
→ .	-1.6	20.4	-1.7	6.3	21.1	4.1	5.2
- O=c1cc(O)c2ccccc2[nH]1
→ 2.9	0.4	4.7	.	0.4	-11.2	-3.0	-2.8
- COc1ccc(S(=O)(=O)N2CCCC(C(=O)NCCCn3ccnc3)C2)cc1OC (configuration not stated)
→ -1.0	9.4	29.1	.	10.9	-8.0	0.0	0.9
- O=C1C(Cc2ccc(O)cc2)NC(=S)N1Cc1ccccc1 (configuration not stated)
→ -29.5	-0.8	-0.2	-1.7	-11.5	-3.2	-1.9	2.6
- COc1ccc(CCNC(=O)c2ccc(N3CCCCS3(=O)=O)cc2)cc1OC
→ -24.8	-2.4	0.1	-14.8	.	-11.6	.	-5.6
- COc1cccc(NC(=O)N(C)C[C@@H]2Oc3ncc(C#Cc4cccnc4)cc3C(=O)N([C@H](C)CO)C[C@H]2C)c1
→ 25.6	2.1	2.0	-12.9	-6.3	-13.0	-0.8	-0.1
- Cc1ccc(CNC(=O)C2CC(=O)N(C3CCCC3)C2)cc1 (configuration not stated)
→ 3.8	3.5	-4.2	6.8	-6.4	18.3	.	-0.3
- Cc1ccc(C(=O)N2CCN(c3ccccc3F)CC2)cc1NC1=NC2CS(=O)(=O)CC2S1 (configuration not stated)
→ 11.8	0.6	2.6	4.9	11.9	9.7	1.0	-1.4
- O=C(CCS(=O)(=O)c1ccccc1)N(CCCN1CCOCC1)c1nc2c(F)cccc2s1
→ 0.9	2.5	-7.1	8.0	-3.7	-30.8	.	-1.2
- CC(=O)c1ccc(S(=O)(=O)N2CCN(c3ccccc3F)CC2)cc1
→ .	.	-11.2	-8.5	-3.1	7.3	-13.3	.
- CCCCOC(=O)c1ccc(NS(=O)(=O)c2cc(-c3nnnn3CC)ccc2OC)cc1
→ 8.5	4.6	.	-1.6	.	.	-0.3	0.2
- CCOc1ccc(C(=O)OCCCN(C)C)cc1
→ .	-10.5	-14.4	-3.0	7.0	-9.5	2.1	0.1
- O=C(NCC[C@@H]1CC[C@@H](NC(=O)C2CC2)[C@@H](CO)O1)c1ccc(F)cc1
→ -5.3	10.4	.	-21.2	17.9	15.0	-6.2	0.0
- O=C(/C=C/c1ccc2c(c1)OCO2)N1CCCCC1
→ 3.1	-10.5	-110.6	.	-5.2	-35.8	-28.8	-0.8
- [O-]C1=N/[N+](=C/c2ccccc2Cl)CC1
→ -3.3	2.1	.	-3.5	.	.	-4.1	-1.6
- CN(CC(=O)Nc1cccc(F)c1)CC(=O)Nc1cccc(S(=O)(=O)N2CCCCC2)c1
→ 0.4	2.5	21.9	-4.0	-21.2	3.0	3.6	9.5
- Cc1c(C(=O)N(Cc2cccc(Br)c2)C2CCS(=O)(=O)C2)oc2ccc(F)cc12 (configuration not stated)
→ 28.8	-0.1	21.1	-6.9	-9.2	-1.1	3.9	15.5
